OX1R antag-1: OX1R (human) antagonism; OX1R-expressing cells, FRET antagonist read-out; inhibition, % at 6.6 µM; 330,000 compounds, 1.8% hits; AID 485270; in the data active = inhibition mostly above about 38%, no sharp cut-off; inactive = mostly below about 40%;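 also: 0% = agonist challenge alone and 100% = reference antagonist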
Target sequence (O43613 whole entry, looked up): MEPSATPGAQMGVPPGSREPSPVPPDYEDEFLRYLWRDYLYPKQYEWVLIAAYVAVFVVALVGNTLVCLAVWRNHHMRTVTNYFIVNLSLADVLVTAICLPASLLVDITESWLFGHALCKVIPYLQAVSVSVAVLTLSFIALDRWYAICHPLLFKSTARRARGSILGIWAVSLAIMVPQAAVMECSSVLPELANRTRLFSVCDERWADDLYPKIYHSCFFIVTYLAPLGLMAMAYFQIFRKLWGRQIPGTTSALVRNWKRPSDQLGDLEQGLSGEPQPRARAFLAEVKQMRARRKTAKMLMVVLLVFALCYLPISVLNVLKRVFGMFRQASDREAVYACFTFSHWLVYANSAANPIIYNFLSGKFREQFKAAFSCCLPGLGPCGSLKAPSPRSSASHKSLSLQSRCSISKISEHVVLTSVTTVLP
OX1R antag-2: human HCRTR1 antagonism | O43613 | CHO/OX1R cells, Fluo-8 calcium fluorescence, orexin A | inhibition, % at 5 µM | 330,000 compounds, 0.43% hits | AID 434989;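 active = inhibition above its plate's threshold, mean inhibition of all tested compounds on the plate plus 3 SD, cut at about 37% in these data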;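 also: 0% = orexin A challenge wells and 100% = SB-334867-A antagonist wells; not every result past the cut was called active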
Starred values were filed as active, the others as inactive.

#	OX1R antag-1	OX1R antag-2	Structure
1	15.1	-17.0	COc1ccc(/C=C2/CCc3ccccc3C2=O)cc1CN1CCOCC1
2	12.0	21.1	Fc1cccc(NC(=S)Nc2ccc(Br)cc2)c1
3	-3.1	-5.8	NC(=O)c1ccc(OCC(F)(F)C(F)(F)C(F)(F)C(F)(F)C(F)(F)C(F)F)cc1
4	1.0	-17.1	CCOc1cccc(-c2c(C(=O)N/N=C/c3ccc(Br)cc3)nnn2-c2nonc2N)c1
5	4.4	-20.3	CCC(C)(C)NC(=O)C(c1ccccn1)N(C(=O)c1csnn1)C1CCCCC1 (stereo unspecified)
6	6.1	4.8	CN(C)CCNC(=O)Nc1ccc(Cl)c(Cl)c1
7	10.6	-35.6	COc1ccc(-c2nn(-c3ccccc3)cc2/C=C(\CC(=O)O)c2nc3ccccc3s2)cc1OC
8	-4.7	-32.8	CC1C(=O)C(C)C(c2ccc(Br)cc2)NC1c1ccc(Br)cc1 (stereo unspecified)
9	13.6	-3.6	Cc1cc(NC(=O)c2ccc(S(=O)(=O)N3CCc4ccccc43)cc2)no1
10	13.1	-25.0	CC1(C)CC(=O)C2=C(C1)Nc1ccccc1NC2c1ccc([N+](=O)[O-])cc1 (stereo unspecified)
11	36.6	-23.4	COc1ccc(NC(=O)CSc2nc3cccnc3n2C)cc1
12	3.5	-9.0	CC(=O)CC(C)(C)S(=O)(=O)c1ccc(NC(C)=O)cc1

New compounds follow.
#	OX1R antag-1	OX1R antag-2	Structure
13	21.5	-20.4	O=C(NCCN1CCOCC1)c1ccc2c(c1)N(Cc1ccccc1)CCS2
14	-1.0	-36.1	Cc1cccc(N2C(=O)N3[C@H](c4ccc(F)cc4)[C@@H]4C(=O)N(C5CCCCC5)C(=O)[C@@H]4[C@]3(Cc3ccccc3)C2=O)c1
15	3.2	7.7	CCN(CC)C(=O)[C@H]1C[C@H](CC(=O)NCCC2=CCCCC2)C(=O)N2CCc3c([nH]c4ccc(Cl)cc34)[C@]12C
16	27.9	19.7	Cc1sc2ncnc(NCC(O)c3ccccc3)c2c1C (stereo unspecified)
17	5.5	1.9	CCN(CC)CCn1c(=N)n(CC(O)c2ccco2)c2ccccc21 (stereo unspecified)
18	17.4	2.9	CCO[C@@H]1OC(C(N)=O)=C[C@H](C(C)(C)C)[C@H]1CCCO
19	20.4	-9.0	O=C(CCN1C(=O)c2ccccc2C1=O)N1CCN(C2c3ccccc3-c3ccccc32)CC1
20	6.9	-1.1	CCOC(=O)C1=CNS(=O)(=O)NC1c1ccc(C(=O)OC)cc1 (stereo unspecified)
21	15.8	-35.0	CCCCCn1c(=O)[nH]c2cc(C(=O)NCCCN(C)Cc3ccccc3)ccc2c1=O
22	6.2	-20.4	Cc1cccc(C)c1N1CCN(C(=O)N2CCOCC2)CC1
23	7.3	-6.1	O=C(CN1CCN(S(=O)(=O)c2ccccc2C(F)(F)F)CC1)NCc1cccs1
24	12.6	-28.3	Cc1ccc2c(c1)C(CCN)C(=O)N2Cc1ccccc1 (stereo unspecified)

(further entries)
#	OX1R antag-1	OX1R antag-2	Structure
25	13.8	-2.9	CN(CC(=O)Nc1cccc(S(=O)(=O)N2CCCC2)c1)CC(=O)Nc1ccc(Cl)c(C(F)(F)F)c1
26	6.0	-26.7	Cc1nn(C)c(Oc2cccc(Cl)c2)c1C(=O)Nc1ccc(F)cc1F
27	10.9	-10.2	CCC(=O)N1CCc2cc(S(=O)(=O)NCCc3ccc(S(N)(=O)=O)cc3)ccc21
28	5.9	-31.6	Fc1ccc(N2CCN(/C=C/c3nnnn3-c3ccccc3)CC2)cc1
29	23.5	9.1	COc1ccc(C2=NN(C(=O)COC(=O)c3ccc(S(C)(=O)=O)c([N+](=O)[O-])c3)C(c3ccco3)C2)cc1 (stereo unspecified)
30	-6.2	-14.1	Cc1nc2sccn2c(=O)c1S(=O)(=O)NCC(C)c1ccccc1 (stereo unspecified)
31	6.6	-25.9	Cc1nnc(SCCn2c(N3CC(C)CC(C)C3)nc3c2c(=O)[nH]c(=O)n3C)s1 (stereo unspecified)
32	12.9	-33.7	CC(=O)N1CCN(c2ccc(NC(=O)c3ccc(N4CCCC4)c([N+](=O)[O-])c3)cc2Cl)CC1
33	-5.2	-35.1	C/C(N)=C(/C#N)C(=O)CSc1nc(C2CCCCC2)n(-c2ccccc2)n1
34	21.6	3.1	C=CCn1c(C(CCCC)CC(C)O)n[nH]c1=S (stereo unspecified)
35	7.6	-15.2	Cc1ccc(NC(=O)CO/N=C(\N)c2nonc2N)cc1
36	8.5	-10.2	CC1CC1C(=O)OCC(=O)NCc1ccc(Cl)cc1Cl (stereo unspecified)

Going on with the list.
#	OX1R antag-1	OX1R antag-2	Structure
37	4.1	-12.4	Cc1ccc(NC(=O)COC(=O)C2CC2)c(Br)c1
38	4.4	1.4	COc1ccc(C)cc1S(=O)(=O)NCCC1=CCCCC1
39	10.1	-16.3	Cc1ccc(S(=O)(=O)Nc2nc3ccccc3nc2NCC2CCCO2)c(C)c1 (stereo unspecified)
40	11.5	-26.6	COc1cc(/C=N/NC(=O)c2ccc(Cn3cc([N+](=O)[O-])cn3)o2)cc(Br)c1O
41	0.6	-17.9	CC(C(=O)NCC1CCCCC1)N1CCN(S(=O)(=O)/C=C/c2ccccc2)CC1 (stereo unspecified)
42	51.2	-1.7	O=C(Nc1ccc2[nH]c3c(c2c1)CCCC3)c1ccco1
43	9.5	-8.1	NC(=NCCc1ccc(Cl)cc1)NS(=O)(=O)c1ccccc1
44	17.0	14.8	CC(=O)C1=C(O)C(=O)N(CCN2CCOCC2)C1c1ccccc1 (stereo unspecified)
45	12.8	-16.8	CCSC1=NCCN1C(=O)C(C)(C)Oc1ccc(Cl)cc1
46	16.7	1.9	O=C(CNc1ccc(Cl)cc1)NNC(=S)NCc1ccccc1
47	31.5	33.5	COC(=O)c1ccc2c(c1)C(C)(C)C(/C=C/c1ccccc1O)=[N+]2C
48	15.7	-23.9	COc1ccc(CNC(=O)C[C@H]2C(=O)N(Cc3ccc(OC)cc3)C[C@@H]2Cc2ccccc2)cc1

(continued)
#	OX1R antag-1	OX1R antag-2	Structure
49	13.4	-2.2	O=C(NC12CC3CC(CC(C3)C1)C2)N1CCCC(CO)C1 (stereo unspecified)
50	11.7	-41.7	CCOc1ccc(N/C(C)=C\C(=O)c2ccc3c(c2)OCCO3)cc1
51	9.9	-14.8	O=C(Nc1ccc(OCc2ccccc2)cc1)Nc1cccnc1
52	11.5	35.7	CC(=O)NC(C)C(=O)OCC(=O)Nc1ccc(Br)cc1 (stereo unspecified)
53	14.9	-5.5	Cc1ccc(Nc2n[nH]c(C)c2[N+](=O)[O-])c(C)c1
54	10.6	-20.5	CCN(CC(=O)NCc1ccc(Cl)cc1)C(=O)CSc1cccc(C(F)(F)F)c1
55	13.8	-7.5	COc1ccc(OC)c(C2CC(=O)N3CN(c4ccccc4F)CSC3=C2C#N)c1 (stereo unspecified)
56	2.1	7.1	Nc1nonc1C(=O)N1CCCC1
57	12.9	29.8	Cc1ccc(/C=C2\Sc3ccccc3C2=O)s1
58	39.2	-22.1	CC1(c2ccc3noc(-c4ccc(F)cc4)c3c2)OCCO1
59	11.3	-26.3	CCCCc1c(C)[nH]c2nc3ccccc3n2c1=O
60	1.5	-4.2	CCC(Sc1nc(-c2ccccc2)c(C#N)c(=O)[nH]1)C(=O)Nc1cc(C)on1 (stereo unspecified)

Other results follow.
#	OX1R antag-1	OX1R antag-2	Structure
61	13.5	-9.2	Cc1cc(C)cc(N(CC(=O)NCC2CCCO2)S(=O)(=O)c2c(C)noc2C)c1 (stereo unspecified)
62	26.0	-35.2	COc1ccc(-c2cc(C(=O)N(C)CC(=O)Nc3ccccc3Br)c3ccccc3n2)cc1OC
63	0.3	-5.5	Cc1ccc(-n2c3c(cc(C(=O)NC4CCSC4=O)c2=O)C(=O)CCC3)cc1 (stereo unspecified)
64	5.1	-7.4	O=C(O)CNCC1COc2ccccc2O1 (stereo unspecified)
65	38.8	-1.1	COc1ccc2[nH]c(=O)c(CNc3cc(C)ccc3C)cc2c1
66	-6.9	1.9	O=P1(O)C=C(c2ccccc2)NC(c2ccccc2)=C1
67	12.1	-29.5	CCCc1cc(C(=O)N2CCC(n3nccc3NC(=O)c3ccc(OC)cc3)CC2)no1
68	16.1	-11.2	C/C(=N\NC(=O)CN1CCN(Cc2ccc(C)cc2)CC1)c1ccncc1
69	12.0	-5.9	COc1ccc(S(=O)(=O)n2[nH]c(=O)c(CCO)c2C)c([N+](=O)[O-])c1
70	13.0	-18.7	CC(C)(C)c1ccc(/C=N/n2cnnc2)cc1
71	5.6	-23.8	O=C(Nc1ccccc1)c1cc2c(=O)c3ccccc3oc2nc1C(F)(F)F
72	11.1	2.7	CSc1ccccc1NC(=O)C1CC(c2ccccc2O)=NO1 (stereo unspecified)

Following part:
#	OX1R antag-1	OX1R antag-2	Structure
73	15.4	-16.0	O=C(c1ccccc1)N1CCN(S(=O)(=O)c2cccs2)CC1
74	7.8	-13.2	Cc1cc(C(=O)N2CCN(c3ccccc3)CC2)c(C)o1
75	13.2	-8.5	O=C(COC(=O)Cc1ccc(S(=O)(=O)N2CCOCC2)s1)Nc1ccccc1Cl
76	8.8	-14.5	CCCCc1nnc(NC(=O)CN2C(=O)NC3(CCCCC3)C2=O)s1
77	22.5	-17.4	O=C(CSc1nnc2ccc(-c3ccccn3)nn12)NCC1CCCO1 (stereo unspecified)
78	-2.4	-1.6	CCOC(=O)CCCNC(=O)COC(=O)c1cccc(F)c1
79	-0.7	-12.6	CN(C)S(=O)(=O)c1ccc(C(=O)NNc2nc(-c3ccccc3)c3cc(Br)ccc3n2)cc1
80	13.5	-9.2	COC(=O)C1=C(C)NC(C)=C(C(=O)OC(C)C)C1c1cccc2nonc12 (stereo unspecified)
81	7.3	2.4	C=CCN(CC=C)Cc1c(C)[nH]c2ccc(C(=O)OCC)cc2c1=O
82	1.7	-17.6	CCC(CC)c1nnc(NC(=O)c2cc([N+](=O)[O-])ccc2N2CCCCC2)s1
83	7.1	-16.1	CCOC(=O)N1CCN(CC(=O)Nc2ccc(Oc3ccccc3)cc2)CC1
84	13.8	-17.8	Clc1cccc(Cl)c1CNc1ccc(N2CCCC2)cc1

Continuation.
#	OX1R antag-1	OX1R antag-2	Structure
85	0.2	-26.5	Cc1ccc(NS(=O)(=O)c2cccc(C(=O)N3CCN(c4ncccn4)CC3)c2)cc1
86	11.7	-34.7	COC(=O)C1=C(C(=O)OC)[C@@H]2Nc3ccccc3[C@@]23C[C@@H](C(=O)OC)N(C(=O)c2cc(C)oc2C)C3=N1
87	-1.6	-14.8	CCCn1nc(Oc2nc(SC)nc(N(C)C)n2)ccc1=O
88	7.4	-18.4	CC(C)(C)SCCNS(=O)(=O)c1ccc2ccccc2c1
89	3.8	-2.9	Cn1c(=O)[nH]c(=O)c2c1nc(Br)n2CC(O)COCc1ccccc1 (stereo unspecified)
90	7.4	-3.8	CCCN(CCC)C(=O)NC1CC(=O)N(c2ccc(OC)cc2)C1 (stereo unspecified)
91	13.6	-24.1	O=C1CSC(c2cccc([N+](=O)[O-])c2)N1c1ccccc1 (stereo unspecified)
92	10.7	-17.4	CC1(C)Cc2nc3sc4c(=O)n(CC(=O)NCc5ccccc5)cnc4c3cc2CO1
93	19.5	-29.3	CCC(C)n1c(SCC(=O)Nc2ccccc2C(F)(F)F)nc2ccsc2c1=O (stereo unspecified)
94	14.2	-23.4	N/C(=N\OC(=O)CCc1ccccc1)c1ccccc1Cl
95	15.3	-24.0	O=C(NCc1cccs1)c1ccccc1C(=O)NCc1cccs1
96	13.2	-5.0	COc1ccc2nc(SCC(=O)NCC3CCCO3)c(C#N)cc2c1 (stereo unspecified)

Later entries
#	OX1R antag-1	OX1R antag-2	Structure
97	12.0	6.5	Cc1ccc(OCc2nnc(SCC(=O)Nc3sc(C)c(C)c3C#N)n2C)cc1
98	0.9	1.0	COc1ccc(S(=O)(=O)N(C)c2ccc(C(N)=O)cc2)cc1
99	14.1	-15.2	CCOC(=O)c1ccc2nc(C)c3c(c2c1)OC(C)C3 (stereo unspecified)
100	12.6	-52.7	C[C@@H](C(=O)Nc1ccc2ccccc2c1)[C@H]1C[C@]1(C)[C@H](NC(=O)OCc1ccccc1)c1ccccc1
101	3.0	2.6	Cc1ccc(OCCOc2cccc(/C=N/NC(N)=O)c2)cc1
102	41.4	-30.0	O=C(c1ccc(F)cc1)N1CCN(c2ccc([N+](=O)[O-])c(N3CCCCC3)c2)CC1
103	3.1	-5.8	COc1ccc(/C=N/N=C2/NC(=O)C(CC(=O)O)S2)cc1OCc1ccc(Cl)cc1Cl (stereo unspecified)
104	14.1	-17.9	CC(=O)CSc1nc2ccccc2o1
105	12.1	-11.7	COc1cc(/C=N/NC(N)=S)cc(Br)c1OCc1ccccc1F
106	10.5	-6.8	CCC(=O)Oc1ccc(C2NC(=O)c3ccccc3O2)cc1OC (stereo unspecified)
107	23.8	-3.6	O=S(=O)(NCc1ccc(F)cc1)c1ccc(-c2cnc(C3CC3)o2)cc1

Screening data from PubChem BioAssay.
